# Bioassay records: PubChem BioAssay, The Scripps Research Institute Molecular Screening Center
# V1R ag counter = counter-screen for oxytocin receptor agonists: human V1a receptor agonists | activation, % at 3 µM | AID 2797 | CHO-V1R cells, Fluo-8 calcium fluorescence, agonist mode; 0% DMSO, 100% 3 nM vasopressin | 320,000 compounds, 0.25% hits;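 active = activation above the mean activation of all tested compounds plus 3 SD, per screening run, cut at about 20% in these data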;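 also: signal is peak over basal fluorescence ratio across a 100 second FLIPR read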
# Target sequence (P37288 whole entry, looked up): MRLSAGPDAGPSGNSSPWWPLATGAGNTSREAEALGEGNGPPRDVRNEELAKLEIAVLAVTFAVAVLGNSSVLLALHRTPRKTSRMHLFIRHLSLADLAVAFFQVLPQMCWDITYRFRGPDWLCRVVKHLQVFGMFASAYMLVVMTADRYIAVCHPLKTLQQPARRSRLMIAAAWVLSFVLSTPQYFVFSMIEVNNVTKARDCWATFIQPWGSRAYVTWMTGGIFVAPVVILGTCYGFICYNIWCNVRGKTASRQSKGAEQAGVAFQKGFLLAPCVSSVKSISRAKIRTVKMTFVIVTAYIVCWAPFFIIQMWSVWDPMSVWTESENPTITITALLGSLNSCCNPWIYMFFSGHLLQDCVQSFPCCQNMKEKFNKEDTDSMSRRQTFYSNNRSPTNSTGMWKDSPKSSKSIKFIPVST
# CHO parental Ca = signal in parental CHO cells, OX1R antagonist counter-screen | inhibition, % at 5.6 µM | 330,000 compounds, 0.63% hits | AID 463079 | parental CHO-K1, ATP-induced calcium, Fluo-8 fluorescence;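 active = inhibition above that plate's mean sample inhibition plus 3 SD, cut at about 26% in these data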;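 also: 0% = ATP-challenged DMSO wells and 100% = DMSO wells without ATP; some compounds past the cut are filed as inactive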
#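 Assay system: parental CHO cells; Read-out basis: percent inhibition of ATP-evoked calcium rise, normalized to controls; Benchmarks: ATP and no-ATP DMSO wells; Compound dosing: single nominal dose of 5.6 µM per compound; Signal: Fluo-8 calcium dye fluorescence; Also added: ATP as calcium-mobilizing challenge; Repeats: singlicate.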
# OXTR potentiate = potentiates the human oxytocin receptor response | P30559 | CHO-OTR cells, Fluo-8 calcium fluorescence, potentiator mode; 0% = oxytocin EC15, 100% = EC100 | activation, % at 3 µM | 320,000 compounds, 0.061% hits | AID 2445;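 active = activation above that plate's cutoff, the mean activation of tested compounds plus 3 SD, cut at about 6.6% in these data, passing the limit was not always enough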;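 also: 100% uses oxytocin at 75 nM as the full agonist control; some results filed as inactive read as strong as hits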
#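 Assay system: CHO cell line stably expressing human OTR. Reagent: EC15 oxytocin agonist. Dosing: single dose, 3.0 µM nominal final compound concentration. Timing: compound 6 min at room temperature before oxytocin, 100 s read. Signal: kinetic Fluo-8 calcium fluorescence. Controls: oxytocin EC15 low and EC100 high.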
# OXTR agonist = activates the human oxytocin receptor; CHO-OTR cells, Fluo-8 calcium fluorescence; normalized: DMSO 0%, oxytocin 100%; activation, % at 3 µM; P30559; 320,000 compounds, 0.32% hits;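 active = activation above the mean of all tested compounds plus 3 SD, cutoff set per screening run, cut at about 20% in these data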;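 also: peak over basal fluorescence ratio from a 100 s FLIPR kinetic read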
# M1 PAM parental = M1 PAM counterscreen hit in parental CHO-K1 cells; 360,000 compounds, 0.02% hits; ATP EC20, Fluo-8 calcium fluorescence; 0% at ATP EC20, 100% at ATP max; AID 602247; activation, % at 3 µM;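 active = activation above the run cutoff, the mean activation of all test compounds plus 3 SD, cut at about 40% in these data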;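 also: peak over basal fluorescence ratio in a 140 s read after ATP addition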
# TAAR1 antag = antagonists of human TAAR1 | Q96RJ0 | CHO RD-HGA16 TAAR1, Fluo-8 calcium fluorescence, antagonist | inhibition, % at 3 µM | 360,000 compounds, 1.5% hits;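 active = inhibition above a per-plate cutoff, the mean inhibition of test compounds on that plate plus 3 SD, cut at about 49% in these data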;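 also: 0% = DMSO plus EC80 beta-PEA response and 100% = DMSO alone without agonist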
# Target sequence (Q96RJ0 whole entry, looked up): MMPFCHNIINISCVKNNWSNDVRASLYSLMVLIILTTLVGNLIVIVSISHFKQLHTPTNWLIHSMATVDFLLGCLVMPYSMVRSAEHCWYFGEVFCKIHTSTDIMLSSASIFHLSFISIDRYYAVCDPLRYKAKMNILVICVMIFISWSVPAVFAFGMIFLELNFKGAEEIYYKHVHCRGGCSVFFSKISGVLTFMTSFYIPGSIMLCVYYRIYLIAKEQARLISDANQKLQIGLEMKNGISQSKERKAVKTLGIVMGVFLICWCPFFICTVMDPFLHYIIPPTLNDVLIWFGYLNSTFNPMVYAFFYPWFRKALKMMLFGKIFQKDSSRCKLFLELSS
#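 Test system: hTAAR1-expressing CHO RD-HGA16 cells, Gα16-coupled; Probe or stimulus: EC80 β-phenethylamine stimulus; Compound dosing: single nominal final test compound concentration of 3 µM; Timing: 140 s kinetic read after compound, 140 s after agonist; Signal: Fluo-8 calcium-sensitive fluorescence; Measure: % inhibition of agonist calcium response; Controls: DMSO and EC80 PEA controls.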
# CHO-K1 Ca ag = nonselective activator or artifact in parental CHO-K1 cells | Fluo-8 calcium fluorescence; scaled to maximal ATP response, vehicle zero | activation, % at 3 µM | 360,000 compounds, 0.48% hits | AID 602248; in the data active = activation above about 15%;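 also: untransfected CHO-K1 host cells lacking M1 receptor as counterscreen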
# GPR7 antag = human neuropeptides B/W receptor 1 antagonism | P48145 | GPR7-expressing cells, fluorescence antagonist assay | inhibition, % at 4.4 µM | 290,000 compounds, 1.1% hits | AID 1861; in the data active = inhibition above about 16%, passing the limit was not always enough;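 also: cells stimulated with the agonist NPW; 0% = agonist with vehicle and 100% = vehicle without agonist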
# Target sequence (P48145 whole entry, looked up): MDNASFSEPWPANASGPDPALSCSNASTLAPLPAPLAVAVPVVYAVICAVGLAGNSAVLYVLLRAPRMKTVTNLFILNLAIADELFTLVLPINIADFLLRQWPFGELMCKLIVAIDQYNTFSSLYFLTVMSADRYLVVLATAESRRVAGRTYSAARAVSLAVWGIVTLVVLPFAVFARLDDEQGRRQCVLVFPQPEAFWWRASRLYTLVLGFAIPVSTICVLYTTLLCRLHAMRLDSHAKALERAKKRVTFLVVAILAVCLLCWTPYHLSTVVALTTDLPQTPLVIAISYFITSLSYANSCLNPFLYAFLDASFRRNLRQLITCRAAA
# CHO-K1 Ca antag = M1 antagonist counterscreen hit in parental CHO-K1 cells; ATP-induced calcium, Fluo-8 fluorescence; inhibition, % at 3 µM; 360,000 compounds, 0.6% hits;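 active = inhibition above a per-plate cutoff, the plate's mean sample inhibition plus 3 SD, cut at about 24% in these data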;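 also: 0% = DMSO plus EC80 ATP and 100% = DMSO alone without ATP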
# * marks the source's active call; other numbers are inactive results; · = not tested or not shown.
SMILES,V1R ag counter,CHO parental Ca,OXTR potentiate,OXTR agonist,M1 PAM parental,TAAR1 antag,CHO-K1 Ca ag,GPR7 antag,CHO-K1 Ca antag
CC(C)C1N=C2c3ccccc3N=C(SCC#N)N2C1=O (stereo unspecified),0.9,2.2,-6.8,0.2,13.6,10.4,0.6,11.6,-2.4
COc1ccccc1NC(=O)C1CCN(c2ncnc3c2nc2n3CCCCC2)CC1,2.1,-7.9,-11.0,1.2,17.0,-18.1,3.6,-9.8,-2.9
COc1cc(OC)cc(-c2nnc(N(C)C(=O)c3ccncc3)s2)c1,0.1,-1.7,-9.5,-0.2,-2.9,4.6,0.3,-10.7,-12.0
N#Cc1ccccc1OCC(=O)NCCNC(=O)COc1ccccc1C#N,-0.8,2.8,-8.9,-0.2,8.8,-8.2,0.6,·,8.2
CCCC(=O)Nc1sc(C(=O)Nc2cccc(N)c2)c(C)c1C(=O)OC,-1.4,-10.0,5.1,-1.0,9.7,-8.4,1.5,-2.6,-14.2
COC(=O)c1ccc(-c2csc(NC(=O)C3=COCCO3)n2)cc1,1.0,0.9,-3.3,1.3,6.3,-2.4,2.4,-5.6,-1.0
Cc1cccnc1NS(=O)(=O)c1ccccc1,·,·,·,·,-12.0,-34.6,0.5,·,4.3
O=C(NC1CCCCC1)c1ccc(-c2cn[nH]c2)c2ccoc12,·,·,·,·,15.4,-7.5,2.0,·,-8.9
Cc1c2ccccc2nc2c(F)c(NCCO)c(F)c(F)c12,3.1,8.9,-0.2,2.4,-3.4,25.7,1.0,6.0,5.9
NC(=O)NC(CC(=O)NNC(=O)c1cccs1)c1ccc(Cl)cc1 (stereo unspecified),0.9,8.7,1.3,0.7,15.8,-7.2,0.9,·,-14.0
CCCCCc1c(C)nc(SCC(=O)O)[nH]c1=O,-0.1,-6.9,-6.1,-0.1,23.8,5.4,1.6,-16.8,-14.6
CC(=O)N1CCOc2ccc(S(=O)(=O)NCCc3cccc(C)c3)cc21,8.5,-14.8,-4.6,6.1,1.6,8.5,8.0,-0.2,-17.8
Cc1ccc(NCc2ccccc2O)c(C)c1,-0.5,-8.9,-10.7,-2.3,9.2,10.8,9.3,-13.0,2.9
CC(C)c1nc(SCC(=O)NC2CCCC2)c2ccccc2n1,1.2,-12.4,-2.4,-1.3,8.0,-12.2,1.4,-9.7,-4.9
COc1cc(C(=O)Nc2ccc3nc4n(c(=O)c3c2)CCCCC4)cc(OC)c1OC,-0.4,-17.6,-3.3,-2.1,5.9,4.4,0.8,-8.5,-8.4
O=C(NCC(O)c1ccccc1)Nc1cccs1 (stereo unspecified),0.3,1.7,-13.4,0.1,6.8,-4.5,0.6,-1.7,-2.9
CCC(C)n1c(C)nc2c(c1=O)c1nc3ccccc3nc1n2CCC1=CCCCC1 (stereo unspecified),-0.3,-11.6,-4.9,-0.4,9.0,5.3,2.9,-5.4,0.0
Cc1ccc2c(c1)c(C1=c3ccccc3=NC1=O)c(O)n2C,1.4,7.8,4.4,2.2,-8.9,24.9,1.1,10.1,4.5
COCCCNC(=O)c1ccc(CS(=O)(=O)Cc2cccc(C)c2)o1,-0.2,-9.0,-3.5,-1.1,19.0,9.8,0.4,-15.9,-12.9
CC(=O)Nc1cc(NC(=O)CCCC(=O)O)ccc1Cl,0.6,-1.2,-8.1,-0.6,10.9,2.4,0.2,7.2,-3.5
COC(=O)COc1ccc(NC(=O)c2ccco2)cc1,-0.3,-1.8,-19.9,0.0,10.3,-23.6,0.5,3.2,-7.7
CC(C)=C1SC(N2CCN(c3ccc(Cl)cc3)CC2)=NC1=O,3.2,-13.8,-3.6,0.6,4.9,-19.2,2.7,-0.4,0.0
CCCCn1nnnc1NCc1cc(OC)c(OC)c(OC)c1,1.2,-11.5,-1.1,-0.6,-8.1,4.2,0.9,-0.8,-7.4
CSCCC(C(=O)Nc1c(C)cccc1C)N1CCN(C/C=C/c2ccccc2)CC1 (stereo unspecified),·,·,·,·,7.1,-16.4,0.2,·,-12.7
O=C1NC(Cc2c[nH]c3ccccc23)C(=O)N1c1ccc(F)cc1 (stereo unspecified),-0.4,-10.0,-10.1,1.5,6.5,16.6,0.2,0.5,-11.0
# (next part)
SMILES,V1R ag counter,CHO parental Ca,OXTR potentiate,OXTR agonist,M1 PAM parental,TAAR1 antag,CHO-K1 Ca ag,GPR7 antag,CHO-K1 Ca antag
O=c1cc(N2CCOCC2)cnn1-c1ccccc1,0.8,8.7,3.3,0.6,19.1,-4.0,1.0,-2.2,-1.6
O=C(O)/C(=C\c1ccco1)NC(=O)c1ccccc1,1.3,-9.0,0.3,1.6,2.5,13.5,0.0,-5.6,-1.0
O=C(Oc1cccc(NC2=NS(=O)(=O)c3ccccc32)c1)c1cccnc1,2.4,-6.4,-2.4,2.5,5.2,49.4*,8.5,-2.7,6.6
CCCCC(=O)N1CCCC(C(=O)OCC)C1 (stereo unspecified),-0.6,1.1,-2.6,-0.5,6.5,14.0,0.2,-6.2,3.3
Cc1ccc2nc(NC(=O)CSc3ncnc4c3oc3ccccc34)sc2c1,·,·,·,·,14.2,-2.1,-0.2,0.2,0.5
COc1ccc(NC(=O)C2CC(=O)n3c(nc4ccccc43)N2)cc1 (stereo unspecified),-0.1,-10.4,-4.5,0.6,2.5,-1.9,0.0,-4.1,-6.1
O=C(NCC(O)c1ccccc1)c1cccc(S(=O)(=O)N2CCOCC2)c1 (stereo unspecified),-0.4,-14.7,3.1,0.6,21.4,2.1,0.7,-14.2,-17.0
Cc1ccc(C)c(S(=O)(=O)N2CCCC2CNC(=O)C(=O)NCc2ccccc2)c1 (stereo unspecified),-0.2,-25.0,0.9,-1.9,3.6,3.2,1.2,·,-7.9
COc1ccc([C@H]2CC(=O)C=C(c3cc(C=O)ccc3OC)C2)cc1OC,1.1,-9.8,-3.6,0.1,-0.7,25.8,3.8,·,6.5
COc1ccc(OC)c(NC2c3ncccc3C(=O)N2Cc2ccco2)c1 (stereo unspecified),-1.1,0.6,-2.6,-0.4,14.1,-6.4,-0.2,0.0,-6.9
COc1ccc(/C=N/Nc2ncnc3c2[nH]c2ccc(C)cc23)c(OC)c1OC,-0.4,-22.1,-7.9,-1.3,4.5,-8.2,-0.3,-8.2,1.9
COc1ccccc1N1CCN(C(=O)CSc2nc3ccccc3nc2N2CCC(C)CC2)CC1,-0.1,-35.0,-4.5,-0.7,13.6,2.1,0.1,7.7,-13.6
CC(C)(C)C#CCn1c(/C=[N+](\[O-])C2CCCCC2)nc2ccccc21,-0.2,-9.0,-12.4,-2.4,25.3,·,-0.4,3.0,-9.5
COc1cc2c(cc1OC)C(Nc1ccc(S(N)(=O)=O)cc1)=NC(C)(C)C2,1.0,-2.4,-3.5,0.1,16.7,0.9,1.4,-5.8,-4.6
COC(=O)c1cc(C(=O)N(Cc2ccccc2)c2ccccn2)cc([N+](=O)[O-])c1,0.5,-19.5,-2.4,-2.2,13.3,4.1,0.0,-9.3,-5.8
CN1CCN(C(=S)Nc2ccc(Oc3ccccc3)cc2)CC1,1.6,3.2,-14.6,2.9,15.2,-15.8,6.5,0.6,2.7
c1ccc(C2C3=C(CCCC3)Nc3ncnn32)cc1 (stereo unspecified),-0.2,3.7,-4.4,-0.5,1.3,-7.5,-0.1,-3.0,-12.9
Cc1ccnc(Sc2nc3c(c(=O)[nH]c(=O)n3C)n2CCCc2ccccc2)n1,1.2,-18.2,-8.5,-0.6,20.7,5.7,0.8,-17.4,-21.3
O=C(NCCc1ccncc1)Nc1ccccc1Cl,0.8,0.3,4.9,0.8,8.7,-6.5,4.2,-15.5,-11.4
Cc1cccc(CSC2=NCCN2C(=O)c2ccco2)c1,-0.5,-11.7,0.8,-1.5,16.5,22.0,0.7,-7.6,-4.9
Cc1cc(NC(=O)C(C)SCC(=O)OCC(=O)N(Cc2ccccc2)C(C)(C)C)no1 (stereo unspecified),1.2,-11.9,-0.2,-1.1,-10.7,-13.4,1.2,-18.1,-6.6
COc1cccc(C(=O)NCCCc2ccccc2)c1OC,·,·,·,·,20.8,-0.6,1.1,·,-10.2
CC(=O)C1CCN(Cc2ccccc2)CC1,1.0,-8.0,4.3,1.4,-10.5,-0.9,0.0,0.4,8.6
CCCCn1c(-c2ccc(Br)cc2F)nc2c1c(=O)[nH]c(=O)n2CC(C)C,-1.0,-31.3,-3.9,-2.0,0.0,2.6,0.2,-30.9,-1.3
Cc1ccc(NC(=O)CCn2c(=S)oc3ccccc32)cc1F,-1.4,1.6,0.3,-1.1,6.1,8.4,1.4,-2.1,-10.9

# 2 compounds from above with just M1 PAM parental, GPR7 antag and TAAR1 antag.
compound,M1 PAM parental,GPR7 antag,TAAR1 antag
Cc1cc(NC(=O)C(C)SCC(=O)OCC(=O)N(Cc2ccccc2)C(C)(C)C)no1 (stereo unspecified),-10.7,-18.1,-13.4
O=c1cc(N2CCOCC2)cnn1-c1ccccc1,19.1,-2.2,-4.0

# (list continues)
SMILES,V1R ag counter,CHO parental Ca,OXTR potentiate,OXTR agonist,M1 PAM parental,TAAR1 antag,CHO-K1 Ca ag,GPR7 antag,CHO-K1 Ca antag
Cc1cccc(C(=O)NCCNc2nc3cc(C)c(C)cc3cc2C)c1,0.6,-18.0,-2.5,0.1,19.3,5.6,1.0,-9.7,-6.5
CN(C)S(=O)(=O)N(CC(=O)Nc1cccc(F)c1)c1ccccc1,0.9,-0.6,-5.6,0.5,11.9,2.9,6.7,-3.1,1.4
Cc1cc(Cl)c(C)c(S(=O)(=O)N2CCN(CC(=O)N3CCOCC3)CC2)c1Cl,1.3,-14.1,-6.5,0.5,1.2,-6.2,0.0,·,1.4
CC1(C(=O)N2CC3(CC(c4cccc(NC(=O)CC(c5ccccc5)c5ccccc5)c4)=NO3)C[C@@H]2C(N)=O)CC1 (stereo partly specified),1.6,-13.9,-5.6,1.2,2.7,13.9,0.3,·,-8.4
O=C(c1ccccc1)c1c[nH]c(C(=O)NCCCN2CCOCC2)c1,0.5,-10.7,-1.4,0.6,12.8,-11.9,0.6,-5.2,-12.2
Cc1ccc2c(c1)C1CN(C)CCC1N2CC(=O)N(C)c1ccccc1 (stereo unspecified),-0.1,-4.4,4.9,-0.3,16.6,0.8,0.5,-4.6,-24.8
Cc1cccc2c(N=O)c(O)n(CCc3ccccc3)c12,-1.7,-7.8,-5.0,-2.6,-12.3,-21.3,-0.1,-3.5,-3.1
CSc1ccc(/C=N/NC(=O)c2cccs2)cc1,-0.8,-0.1,-9.5,-1.4,14.6,9.2,0.7,-4.2,-9.0
Cc1c(C(=O)N2CCNCC2)oc2ccccc12,·,·,·,·,-2.6,-12.9,0.3,-13.9,-12.6
